CCT modulator – High-Throughput Screening for Modulators of Cytosolic Chaperonin Activity; purified chaperonin ATPase assay, HTRF ADP detection, 30 min; AID 651819, 2012; 360,000 compounds, 0.3% hits; activity change, % (concentration not given with the values), hits read low; in the data active = activity change below about -30%; also: % is scaled to controls: 0 for no effect and ±100 for the full control effect
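TRiC at 40 or 20 nM final (batch-dependent) in 30 mM Tris pH 7.4, 100 mM KCl, 5 mM MgCl2, 1 mM DTT, with compound at single 76 uM and 10 uM ATP, 30 min at 37 deg C. ADP detected by HTRF Transcreener, 665/615 ratio.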
pAkt inh – HTS Assay for Inhibitors of Akt Phophorylation: Primary Screen. Neuro2A IGF-stimulated pAkt S473 HTRF, 20 min; hits give low values. activity change, % for hits at 50 µM. 360,000 compounds, 0.32% hits. AID 651550, 2012; in the data active = activity change below about -80%; inconclusive = mostly about -51% to -80%; also: % is scaled to controls: 0 for no effect and ±100 for the full control effect
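Single-point screen (50 µM final compound) in Neuro2A cells stimulated 20 min with 6 nM IGF at 37 deg C. After lysis, Ser473-phosphorylated Akt read by HTRF (ex 330 nm, em 615/665 nm) as the 665/615 ratio.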
TGFb SMAD3 inh – qHTS for Inhibitors of TGF-b; Potency, µM (titrated, usually from 46.1 µM), for the others: top-dose activity, negative = inhibition, most hits filed as inhibitors; HepG2 CAGA-GFP TGF-b/SMAD3 reporter, GFP fluorescence, 18 h; TGF-beta stimulated, 500 pg/mL final; AID 588855, 2011; 410,000 compounds, 1.2% hits; also: potency is read from the fitted curve at half-maximal effect; % is scaled to controls: 0 for no effect and ±100 for the full control effect; nearly all actives have a fitted effect of over 65% in size
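First, reporter cells (HEPG2 CAGA-GFP) rested 2 h at 37 degrees C. Next, compounds were pinned in and TGF-beta added to 500 pg/mL final. After 18 h, GFP was imaged per cell and summed per well.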
HepG2 tox – qHTS for Inhibitors of TGF-b: Cytotox Counterscreen | 410,000 compounds, 0.76% hits | Potency, µM (titrated, usually from 46.1 µM), inactives show top-dose activity change, negative = cytotoxicity, actives largely listed as cytotoxic | HepG2 CAGA-GFP viability, ATP luminescence, 18 h; also: potency is read from the fitted curve at half-maximal effect; some results filed as inactive show a strong effect at the top dose
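HepG2 CAGA-GFP cells (1000/well, DMEM with 1% FBS) received compound, then TGF-beta at 500 pg/mL final, and were incubated 18 hours at 37 degrees C. Viability was read by CellTiter-Glo luminescence. Media-only wells were set as complete cell-killing and DMSO as no toxicity.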
A549 viability – Nrf2 qHTS screen for inhibitors: counterscreen for cytotoxicity. A549 ARE-Fluc cells, CellTiter-Fluor viability, 18-24 h. Potency, µM (top dose mostly 46 µM), inactives show at the highest dose activity change, negative = cytotoxicity, actives largely listed as inhibitors. AID 504648, 2011. 390,000 compounds, 0.16% hits; also: potency is read from the fitted curve at half-maximal effect; % is scaled to controls: 0 for no effect and ±100 for the full control effect
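Cytotoxicity counterscreen: CellTiter-Fluor fluorescence was measured in A549 ARE_Fluc cells after 18-24 h of compound exposure in a concentration series. The subsequent BugLite luminescent read reports ARE-luciferase activity.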
Nrf2 activator – qHTS of Nrf2 Activators; AREc32 ARE-luciferase reporter (MCF7-derived line), luminescence, 24 h; Potency, µM (series often up to 46.1 µM), without a hit: top-dose activation, actives largely listed as activators; AID 624171, 2012; 410,000 compounds, 0.31% hits; also: potency is read from the fitted curve at half-maximal effect; % of control where 0% means no effect; nearly all actives have a fitted effect of over 65% in size
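Quantitative high-throughput format: AREc32 reporter cells, 1000 per well, received compound by pin transfer and were incubated 24 hr at 37 deg C, 5% CO2, before Steady-Glo luminescence detection.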
Abeta rescue – qHTS for compounds that reverse cellular toxicity of Amyloid beta (A-beta) peptide in yeast: Primary Screen | yeast expressing A-beta42, growth rescue, OD600, 48 h; response scale: 0% DMSO, 100% iron-clioquinol control | Potency, µM (series often up to 46.1 µM), for inactives: at the highest dose growth rescue, most hits filed as activators | 410,000 compounds, 0.063% hits | AID 1347071, 2019; also: potency is read from the fitted curve at half-maximal effect; nearly all actives have a fitted effect of over 55% in size
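Growth rescue measured by 600 nm absorbance after 48 h yeast culture at 30 C with compound. Values normalized between DMSO and an equimolar ferric chloride plus clioquinol control.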
Nrf2 inh – Nrf2 qHTS screen for inhibitors | A549 ARE-Fluc reporter, luciferase luminescence, 18-24 h | Potency, µM (series often up to 46 µM), for inactives: top-dose activity change, negative = inhibition, usual class: inhibitors | 360,000 compounds, 2.1% hits; also: potency is read from the fitted curve at half-maximal effect; % is scaled to controls: 0 for no effect and ±100 for the full control effect; nearly all actives have a fitted effect of over 60% in size
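Two sequential reads on A549 ARE_Fluc cells exposed to compound for 18-24 h: a CellTiter-Fluor fluorescence read for viability, then a luciferase luminescence read for Nrf2/ARE activity.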
MmCpn inh – Inhibitors of TCP-1 ring complex (TRiC) of Methanococcus maripaludis (MmCpn): qHTS. purified Mm-Cpn ATPase, ADP Transcreener TR-FRET. Potency, µM (titrated, usually from 76.9 µM), inactives show top-dose activity, negative = inhibition, most hits filed as inhibitors. AID 504842, 2011. Chaperonin Mm-Cpn (Methanococcus maripaludis). 330,000 compounds, 0.031% hits; also: potency is read from the fitted curve at half-maximal effect; % is scaled to controls: 0 for no effect and ±100 for the full control effect; nearly all actives have a fitted effect of over 80% in size
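ATPase turnover read by TR-FRET ADP competition (Eu cryptate antibody/ADP-d2, 665/590 nm): 10uM ATP final, 25nM Mm-CPN final, 30 min 37degC after 10-min compound preincubation, pH 7.4 Tris/KCl/MgCl2/DTT buffer.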
* marks the source's active call; other numbers are inactive results; i = inactive; ? = inconclusive; . = not tested or not shown; [ ] = another dose, or the depositor's remark. Unless noted, calls follow the shape of the dose curve; as a rule, active = well fitted curve in the direction sought with a large enough effect; inconclusive = small, poorly fitted or top-dose-only effect, or another doubt; inactive = no such curve, though single readings can be large; an effect the other way counts as inactive or inconclusive.

molecule	CCT modulator	pAkt inh	TGFb SMAD3 inh	HepG2 tox	A549 viability	Nrf2 activator	Abeta rescue	Nrf2 inh	MmCpn inh
COc1ccc(S(=O)(=O)Nc2nc(C(F)(F)F)cs2)cc1	-4.8	i	13%	3%	-10%	-1.5%	-1%	-22%	-2%
CCCC(C(=O)NC(C)(C)C)N(CCN1CCOCC1)C(=O)CNS(=O)(=O)c1ccccc1 (stereo not given)	0.0	i	25%	-4%	-20%	-0.4%	8%	0%	4%
O=C(c1ccc(S(=O)(=O)c2ccccc2Cl)c([N+](=O)[O-])c1)N1CCN(Cc2ccccc2)CC1	-1.5	i	?	3%	?	19%	0%	18µM*	-2%
Cc1cc(C)c(C#N)c(Sc2ccc(N)cc2)n1	-3.2	i	-1%	-13%	0%	0.5%	-11%	-15%	-2%
CN(c1ccccc1C(=O)Nc1cccc(Br)c1)S(=O)(=O)c1ccccc1	1.2	i	-20%	-32%	6%	-0.3%	18%	-4%	0%
COc1ccc(CN(C)S(=O)(=O)c2c(C)noc2C)cc1OC	-0.9	i	4%	-37%	9%	0.7%	9%	-4%	0%
COc1cc(C(C)=O)ccc1OCC(=O)N1CCC(Cc2ccccc2)CC1	0.9	i	-14%	-13%	.	-0.7%	-13%	.	.
COc1n[nH]c2nncnc12	-2.3	i	14%	11%	-2%	-0.7%	8%	-6%	1%
O=C(O)c1ccc(CNC(=O)c2ccc3c(c2)C(=O)N(Cc2cccnc2)C3=O)cc1	-1.5	i	1%	-8%	5%	0.0%	5%	-14%	0%
CC(C)(C)OC(=O)C[C@@H]1C/C=C\C[C@@H](CC(=O)N[C@H](CO)Cc2ccccc2)C(=O)N2CCC[C@@H]2COC1=O	-0.5	i	12%	0%	3%	-0.1%	-8%	0%	1%
Cc1ccc(Nc2c3c(nc4ncnn24)CCC3)cc1	2.2	i	-21%	-5%	-4%	-0.3%	2%	-11%	2%
COc1ccccc1CNC(=O)C(=O)NCC(c1ccco1)S(=O)(=O)c1ccc(C)cc1 (stereo not given)	.	.	-5%	-2%	10%	-0.7%	9%	.	.
O=C(Nc1cccc(Cl)c1)Nc1cccc(C(=O)O)c1	0.8	i	1%	-22%	1%	-3.6%	-12%	?	1%
COc1cccc(Nc2sc(C(=O)c3ccc4c(c3)OCO4)c(N)c2S(=O)(=O)c2ccccc2)c1	.	.	36%[activator]	6%	-12%	-0.3%	-2%	.	.
Cc1ccc(-c2ccc(/C=C3/NC(=O)NC3=O)o2)cc1[N+](=O)[O-]	1.6	i	-8%	-12%	?	5.7%	-6%	?	-4%
CCN(CC)CCN(CC(=O)N(C1CCCCC1)C1CCCCC1)C(=O)c1cccnc1	4.1	i	4%	9%	-10%	0.3%	4%	9%	1%
CSCC[C@H](NC(=O)c1cccs1)c1nnc2ccccn12	-2.5	.	1%	3%	1%	-0.3%	-10%	?	0%
N#C/C(=C/c1ccc(N2CCOCC2)o1)C(=O)NC1CCCCC1	-2.4	i	65%[activator]	7%	-2%	4.2%	-10%	2%	-1%
NC(=O)Nc1n[nH]c(-c2ccccc2)n1	-0.7	i	3%	2%	-4%	-0.7%	-1%	?	2%
COc1ccc(NC(=O)c2cc(-c3cc(F)ccc3OCC3CCCO3)n[nH]2)c(C)c1 (stereo not given)	1.2	i	-8%	-39%	.	-0.7%	-30%[inhibitor]	.	.

Compounds shown so far that have a nitro group on carbon:
molecule	CCT modulator	pAkt inh	TGFb SMAD3 inh	HepG2 tox	A549 viability	Nrf2 activator	Abeta rescue	Nrf2 inh	MmCpn inh
O=C(c1ccc(S(=O)(=O)c2ccccc2Cl)c([N+](=O)[O-])c1)N1CCN(Cc2ccccc2)CC1	-1.5	i	?	3%	?	19%	0%	18µM*	-2%
Cc1ccc(-c2ccc(/C=C3/NC(=O)NC3=O)o2)cc1[N+](=O)[O-]	1.6	i	-8%	-12%	?	5.7%	-6%	?	-4%

Continued:
molecule	CCT modulator	pAkt inh	TGFb SMAD3 inh	HepG2 tox	A549 viability	Nrf2 activator	Abeta rescue	Nrf2 inh	MmCpn inh
Cn1c(=O)c2c(nc(CN3CCN(C(c4ccccc4)c4ccccc4)CC3)n2CCCO)n(C)c1=O	-0.2	i	-7%	-20%	2%	-0.4%	2%	-13%	0%
CCOc1cc(/C=C(/C#N)c2ccc(Cl)cc2)cc(Cl)c1OCC(=O)O	0.0	i	-22%	-38%	-18%	-2.7%	15%	8.2µM*	1%
CC(C)NS(=O)(=O)c1ccc(NC(=O)Cc2cccs2)cc1	-1.8	i	-9%	-13%	0%	3.1%	-3%	4%	-1%
COc1ccc(CCNC(=O)c2ccc(CN3CCC(Cc4ccccc4)CC3)cc2)cc1OC	-1.8	i	-4%	-23%	2%	2.0%	19%	10%	1%
COc1ccccc1NC(=O)CSc1ncn[nH]1	-2.2	i	-3%	18%	-2%	2.7%	11%	3%	1%
Cc1ccc(OCCCCn2ccnc2)c([N+](=O)[O-])c1	-2.6	i	-28%	-14%	-17%	4.3%	-5%	?	0%
Cc1cccc(C2CC(c3ccc(Br)cc3)Nc3nc(N)nn32)c1 (stereo not given)	-1.0	i	-10%	-52%	10%	-0.3%	6%	-3%	2%
CCCn1nc(C(=O)N2CC(=O)Nc3ccccc32)c2ccccc2c1=O	0.4	i	12%	-10%	-19%	0.3%	13%	?	1%
COc1cccc(OC)c1C(=O)Nc1cc(C)nn1-c1nc2ccccc2[nH]1	-2.2	i	0%	-18%	?	3.1%	-16%	?	-1%
COc1cccc(N2CC(O)=C(c3nc4ccccc4s3)C2=N)c1	-3.9	i	?	-19%	0%	-0.5%	4%	?	-21%
CCOC(=O)[C@@H]1CCNC[C@@H]1c1ccccc1	0.1	i	11%	9%	-2%	0.0%	-7%	.	1%
C#CCOc1ccc(Br)cc1/C=N/O	1.2	i	-3%	-19%	-7%	6.7%	-8%	.	0%
Cc1ccc(S(=O)(=O)N2CCC[C@H]2C(=O)OC(C)C(=O)Nc2ncc(Cl)cc2Cl)cc1 (stereo not given in full)	0.5	i	-11%	-42%	-7%	-0.7%	15%	-8%	0%
COc1ccc(C(=O)n2nc(-c3ccc(Cl)cc3)nc2N)cc1OC	-2.2	.	21%	15%	-5%	0.2%	6%	?	-1%
COc1c(C(=O)Nc2ccc(CN3CCOCC3)cc2)cc2ccccc2c1Br	0.1	i	1%	13%	?	2.5%	-22%	?	-6%
CN(/N=C/Cc1nnnn1-c1ccc(Cl)cc1)c1ccccc1	-1.7	i	0%	85%	?	-0.4%	2%	-1%	2%
O=c1cc(CSCc2ccc(Cl)cc2)[nH]c(=O)[nH]1	-0.2	i	-3%	-6%	-7%	-0.6%	-6%	-2%	2%
COc1ccc(C(c2c(C)[nH]n(-c3ccccc3)c2=O)c2c(C)[nH]n(-c3ccccc3)c2=O)cc1OC	-21	i	-20%	-34%	-4%	6.6%	4%	15%	-11%
COc1ccc(-c2nnn(CC(=O)N(CCCO)C(C(=O)NC3CCCC3)c3ccncc3)n2)cc1 (stereo not given)	-0.6	i	-1%	-1%	-1%	-0.4%	3%	3%	1%
O=C(CC(NC(=O)OCc1ccccc1)C(=O)O)OCc1ccccc1 (stereo not given)	1.5	i	2%	-3%	0%	-0.3%	6%	?	2%[15.4 µM]

2 records picked at random from the list so far, as already listed:
molecule	CCT modulator	pAkt inh	TGFb SMAD3 inh	HepG2 tox	A549 viability	Nrf2 activator	Abeta rescue	Nrf2 inh	MmCpn inh
COc1cccc(N2CC(O)=C(c3nc4ccccc4s3)C2=N)c1	-3.9	i	?	-19%	0%	-0.5%	4%	?	-21%
CC(C)NS(=O)(=O)c1ccc(NC(=O)Cc2cccs2)cc1	-1.8	i	-9%	-13%	0%	3.1%	-3%	4%	-1%

Other results follow.
| compound | CCT modulator | pAkt inh | TGFb SMAD3 inh | HepG2 tox | A549 viability | Nrf2 activator | Abeta rescue | Nrf2 inh | MmCpn inh |
| --- | --- | --- | --- | --- | --- | --- | --- | --- | --- |
| CCN(c1ccccc1)S(=O)(=O)c1ccc(OC)c(NC(=O)Cc2ccccc2OC)c1 | -2.7 | i | 13% | 2% | 2% | 0.0% | 4% | -16% | -3% |
| COc1ccc(Cc2nnc(SCC(=O)c3ccc4c(c3)NC(=O)CO4)o2)cc1 | 0.7 | i | -6% | 8% | -3% | -0.2% | 1% | 3% | -23% |
| NC(=O)CC(NC(=O)c1ccccc1)c1ccc(NC2CCCCCCC2)c([N+](=O)[O-])c1 (stereo not given) | -1.5 | i | -1% | -3% | ? | -0.4% | -6% | ? | -3% |
| COc1ccc(-c2ccc(SCc3cccnc3)nn2)cc1OC | -3.0 | i | 1% | -12% | 2% | -0.4% | 10% | ? | 1% |
| CCC(C(=O)O)n1ccc2cc(S(=O)(=O)N3CCCCC3)ccc21 (stereo not given) | . | . | -9% | -2% | 0% | 0.0% | -2% | -12% | . |
